TRPV1 ag = activates the human vanilloid receptor TRPV1. Q8NER1. TRPV1-expressing cells, Fluo-8 calcium influx, agonist mode. activation, % at 8.33 µM. 320,000 tested, 0.19% active; in the data active = activation above about 80%; inconclusive = between about 30% and that limit; also: 0% is about no effect
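Cells expressing TRPV1 were dye-loaded with Fluo-8 and read kinetically: 10 s baseline, 3 min after compound (agonist portion), then 2 min after EC20 capsaicin (allosteric enhancer portion). Calcium-bound dye fluorescence at 480/520 nm.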
AT treatment = potential ataxia-telangiectasia treatment; […] A-T fibroblasts, KAP-1 phosphorylation AlphaLISA; neocarzinostatin DNA damage 30 min before lysis; Potency, µM (doses to about 57.5 µM), without a hit: at the highest dose activation, most hits filed as activators; 320,000 tested, 0.19% active; AID 485349; also: potency is read from the fitted curve at half-maximal effect; % of control where 0% means no effect; nearly all actives have a fitted effect of over 45% in size
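ATM-like activity read as KAP-1 phosphorylation via AlphaLISA donor/acceptor antibody pairs after lysis and 6 hr at 25C. Cells were ATM-null patient fibroblasts ([…], hTERT), dosed 60 min, then exposed to the DSB inducer NCS for 30 min.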
Mito fusion act = inhibitors of mitochondrial division or activators of mitochondrial fusion; 320,000 tested, 0.23% active; S. cerevisiae fusion-defective mutant growth rescue, CellTiterGlo 48 h; AID 485298; Potency, µM (series often up to 46.1 µM), for the others: top-dose growth rescue (activation), actives largely listed as activators;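 also: potency is read from the fitted curve at half-maximal effect; % of control where 0% means no effect; nearly all actives have a fitted effect of over 45% in size; temperature-sensitive fusion mutants such as fzo1-1 at 37 °C on non-fermentable ethanol glycerol medium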
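Luminescent cell viability in 1536-well qHTS format served as the measure of rescued growth in ts fusion-mutant S. cerevisiae cultured on non-fermentable YPEG for 48 hours at 37C.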
ELG1 DNA repair = inhibitors of ELG1-dependent DNA repair in HEK293T cells | HEK293T ELG1-luciferase reporter, luminescence, 16 h; DNA damage induced by 5-fluorouridine | Potency, µM (doses to about 46.1 µM), for inactives: at the top dose activity change, negative = inhibition, hits mostly inhibitors | 330,000 tested, 2.3% active | AID 504467; also: potency is read from the fitted curve at half-maximal effect; % is scaled to controls: 0 for no effect and ±100 for the full control effect; nearly all actives have a fitted effect of over 55% in size
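Step one: seed 2,000 cells per well. Step two: pin-transfer compound or DMSO alongside 5-fluorouridine. Step three: incubate 16 hr, 37 °C, 5% CO2. Step four: add ONE-Glo, wait 30 min, read luminescence.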
USP2a block = inhibitors of human ubiquitin-specific protease USP2a. O75604. USP2 core, Ub-CHOP2 coupled fluorogenic reporter, 485/531. Potency, µM (doses to about 38.3 µM), for inactives: top-dose activity change, negative = inhibition, actives largely listed as inhibitors. 330,000 tested, 0.01% active. AID 463254;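 also: potency is read from the fitted curve at half-maximal effect; plate controls were DMSO wells for no effect and full inhibition by NEM control for full effect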
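USP2 core (10nM final) preincubated 30min RT with compound in 20mM Tris-HCl pH 8.0, 2mM CaCl2, 2mM beta-mercaptoethanol, 0.05% CHAPS; 25nM Ub-CHOP2 plus 25nM reporter substrate added, fluorescence (Ex485/Em531) read after 60min.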
TSHR antagonist = human thyrotropin receptor antagonism | activity change, negative = inhibition, % at 11.5 µM | TSHR-expressing cells, TSH-stimulated cAMP HTRF, 2 h; active compounds read low | 330,000 tested, 0.2% active;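 active = activity change below a set negative limit, meaning inhibition stronger than a set level, cut at about -70% in these data; inconclusive = activity change between two set negative limits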; also: % is scaled to controls: 0 for no effect and ±100 for the full control effect
Target sequence (P16473 whole entry, looked up): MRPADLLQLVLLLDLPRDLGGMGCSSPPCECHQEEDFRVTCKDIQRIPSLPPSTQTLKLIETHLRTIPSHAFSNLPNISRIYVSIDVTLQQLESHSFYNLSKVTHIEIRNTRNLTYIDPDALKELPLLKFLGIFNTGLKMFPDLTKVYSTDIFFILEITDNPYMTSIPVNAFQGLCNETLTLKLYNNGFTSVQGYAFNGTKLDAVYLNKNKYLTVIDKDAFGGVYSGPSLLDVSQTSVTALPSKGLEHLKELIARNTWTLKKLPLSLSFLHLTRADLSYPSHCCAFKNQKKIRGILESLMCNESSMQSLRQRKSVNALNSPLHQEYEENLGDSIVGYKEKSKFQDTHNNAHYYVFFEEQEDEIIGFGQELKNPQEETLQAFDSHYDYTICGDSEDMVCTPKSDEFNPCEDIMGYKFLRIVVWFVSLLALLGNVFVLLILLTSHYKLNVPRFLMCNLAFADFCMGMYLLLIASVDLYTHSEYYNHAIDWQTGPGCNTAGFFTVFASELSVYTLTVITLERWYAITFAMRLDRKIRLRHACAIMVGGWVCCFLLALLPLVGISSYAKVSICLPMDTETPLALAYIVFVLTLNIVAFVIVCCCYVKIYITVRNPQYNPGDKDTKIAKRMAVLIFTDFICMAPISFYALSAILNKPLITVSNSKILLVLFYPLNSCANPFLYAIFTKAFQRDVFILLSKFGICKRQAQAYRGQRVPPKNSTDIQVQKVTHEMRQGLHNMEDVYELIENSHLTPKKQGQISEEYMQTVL
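Competitive HTRF cAMP read-out (cryptate anti-cAMP antibody, cAMP-d2; 30 min, room temperature) in freshly harvested TSHR cells. Compounds added before TSH at EC80 (4nM final), followed by 2 hours' incubation at 37 deg C.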
Eya2 phos inh = Eya2 (human) phosphatase inhibition. O00167. recombinant Eya2, OMFP fluorescence dephosphorylation (OMFP is methylfluorescein phosphate). Potency, µM (titrated, usually from 76.9 µM), inactives show at the top dose activity, negative = inhibition, actives largely listed as inhibitors. 330,000 tested, 0.006% active. AID 488837; also: potency is read from the fitted curve at half-maximal effect; % is scaled to controls: 0 for no effect and ±100 for the full control effect
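Eya2 (0.2 uM) preincubated 10 min at ambient with compound, then OMFP substrate added at 50 uM; 10 min reaction in 50 mM HEPES pH 7.5, 50 mM NaCl, 5 uM MgCl2, 0.05% BSA, 1 mM DTT. Fluorescence read at Ex 485/Em 525 nm.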
KCNH2 WT inh = inhibitors of human wildtype KCNH2 potassium channel. AID 720551. 340,000 tested, 0.37% active. activity change, % at 1.84 µM. Q12809. U2OS, BacMam KCNH2, thallium flux FluxOr; active compounds read low;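 active = maximum activity change below -70%; inconclusive = maximum activity change between -70% and -50%; inactive = maximum activity change above -50%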; also: % is scaled to controls: 0 for no effect and ±100 for the full control effect
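U2OS cells were transduced with wild-type KCNH2 virus (2.03 x 10^8 / mL) for 4 h at room temperature, then cultured overnight at 37 C. Thallium flux was read with FluxOr dye. Rate constants were normalized to DMSO controls.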
TCR act = activates T cell receptor signaling | primary human leukocytes, anti-CD3, IL-2 HTRF, 48 h | Potency, µM (doses to about 9.22 µM), for the others: top-dose activation of IL-2 secretion, hits mostly activators | 330,000 tested, under 10 active; also: % of control where 0% means no effect
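IL-2 release read by HTRF sandwich (Eu cryptate donor, d2 acceptor, 665 nm emission) after 48 hr exposure of primary human leukocytes to compound together with anti-CD3 beads in the absence of co-stimulatory signals.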
KCNH2 3.1 inh = blocks the human KCNH2 3.1 channel isoform | U2OS KCNH2 3.1, thallium flux FluxOr; active compounds read low | activity change, % (tested at about 1.8 µM) | 340,000 tested, 0.95% active | AID 720553;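 active = maximum activity change below -70%; inconclusive = maximum activity change from -70% to -50%; inactive = maximum activity change above -50%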;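 also: thallium influx rate constant from kinetic fluorescence after stimulation buffer; % is scaled to controls: 0 for no effect and ±100 for the full control effect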
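Virally transduced U2OS (3.1 isoform, 4 h infection in dark at RT) → overnight 37 C → FluxOr + Red40 in HBSS/HEPES, 45 min → stimulation buffer, 2 min kinetic read → rate constant vs DMSO controls.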
Starred values were filed as active, the others as inactive; ? = inconclusive; / = not tested or not shown; [ ] = dose if it differs, or a comment. Unless noted, calls follow the shape of the dose curve; as a rule, active = well fitted curve in the direction sought with a large enough effect; inconclusive = small, poorly fitted or top-dose-only effect, or another doubt; inactive = no such curve, though single readings can be large; an effect the other way counts as inactive or inconclusive. Some of the compounds tested; rates above refer to the full screens.

smiles	KCNH2 3.1 inh	Mito fusion act	Eya2 phos inh	TCR act	TRPV1 ag	KCNH2 WT inh	ELG1 DNA repair	USP2a block	AT treatment	TSHR antagonist
COc1ccc(CCNC(=S)N2CCC(Cc3ccccc3)CC2)cc1OC	-23	-1%	3%	2%	9	-15	9.2µM*	0%	1%	-15
C=CCNC(=S)N/N=C/c1cn(-c2ccccc2)nc1-c1ccc(OC)cc1	-8	-5%	-8%	-4%[46.1 µM]	1	-19	9%	-1%	7%	-12
COc1ccc(CCCc2nnc(SCC(=O)Nc3cc(C)c(C)cc3Br)o2)cc1	4	-1%	-9%	6%	9	7	?	-7%	13%	-15
COc1ccc(C(c2nnnn2C2CCCC2)N2CCc3ccccc3C2)cc1OC (configuration not stated)	-1	1%	5%	8%	-1	-2	-20%	-6%	20%	1
O=C(Nc1ccccc1)c1ccc(S(=O)(=O)N2CCCCC2)cc1	2	15%	-10%	6%[46.1 µM]	?	-11	-12%	-5%	0%	1
Cc1cc(C)c2cc(C(=O)N3CCN(c4ncccc4C(F)(F)F)CC3)[nH]c2c1	1	5%	-1%	3%	0	-8	?	-5%	4%	-5
O=C1OC(c2ccccc2)=C/C1=C\N1CCOCC1	9	3%	5%	1%	29	-6	?	-9%	3%	-8
COc1cccc(CC(=O)Nc2nc(-c3cccnc3)cs2)c1	2	-2%	1%	6%[46.1 µM]	21	0	?	-1%	0%	2
O=C1NC(c2cccs2)Nc2sc3c(c21)CCCC3 (configuration not stated)	-4	4%	-6%	3%	7	-3	?	1%	-1%	-2
COc1ccc(-n2ncc3c2CC(C)(C)CC3NC(=O)c2c(C)cc(=O)oc2C)cc1 (configuration not stated)	0	-10%	-3%	-7%	0	-11	12%	0%	-4%	10
Cc1ccccc1C1CCCN(Cc2nc(CC3CC3)no2)C1 (configuration not stated)	3	10%	-9%	-2%	27	-5	-2%	-2%	4%	-13
Cc1ccccc1S(=O)(=O)c1c(C)cc(C)n(CC(C)C)c1=O	15	4%	4%	5%	?	-4	-27%	0%	/	-14
O=C(Nc1ccccc1C(F)(F)F)c1cc(S(=O)(=O)N2CCOCC2)ccc1F	13	9%	-4%	4%[46.1 µM]	22	-8	-6%	1%	-4%	-5
CC(=O)OCC1(C)CN(c2ccccc2)N(C(C)=O)C1=O (configuration not stated)	17	-1%	-9%	2%	-2	-19	-13%	-1%	0%	-1
Cc1cc(NS(=O)(=O)c2ccc(NC(=S)NC(=O)c3cccc(S(=O)(=O)N(C)C)c3)cc2)no1	-1	-7%	-10%	0%	2	-1	-9%	-1%	-1%	-10
CN1CCN(C2=C(NS(=O)(=O)c3ccccc3)C(=O)c3ccccc3C2=O)CC1	10	-37%[inhibitor]	4%	-2%	-1	17	-26%	0%	-3%	21
Cc1nc2cc(NC(=O)CS(=O)(=O)c3ccc(F)cc3)ccc2s1	-4	5%	18%	4%	3	2	10%	-1%	-2%	-7
COc1ccccc1-n1nc(C)cc1N	5	-1%	-6%	2%	-5	1	1%	2%	7%	-9
Cc1cc(C)n(C(=O)CSc2nc3ccccc3o2)n1	5	1%	22%	/	5	-9	4%	0%	-7%	8
COc1cc(/C(C)=N/NC(=O)CN2CCN(S(=O)(=O)c3ccc(C)cc3)CC2)ccc1O	-7	-13%	-5%	0%	2	4	15%	0%	-5%	-9
COc1ccccc1OCC(=O)Nc1ccc(S(=O)(=O)N2CCCCCC2)cc1	7	23%	7%	-10%	1	-16	?	-16%	-1%	?
Cc1cc2c(ncn2Cc2ccccc2)c(NS(C)(=O)=O)c1C	-4	16%	3%	6%	-3	0	?	1%	-3%	29
Cn1nc(-c2ccc(C(=O)O)cc2)c2ccccc2c1=O	2	-1%	-17%	-3%	-2	-2	?	-3%	2%	7
CCOC(=O)CCCNC(=O)CCNC(=O)c1ccc(OCCC(C)C)cc1	14	5%	1%	-1%	7	-3	-3%	0%	-19%	-5
Cc1cc(C)cc(N=c2c([N+](=O)[O-])nn(-c3ccc(Cl)cc3)n2O)c1	-14	-7%	-18%	2%	-1	-6	?	0%	1%	-12
NC(=O)CC12CC3CC(C1)CC(CC(N)=O)(C3)C2	-11	1%	7%	/	1	-1	7%	3%	-1%	-6
c1ccc2cc(Cn3ccnc3)ccc2c1	24	-13%	-17%	1%	-1	-1	8%	3%	5%	-7
Cn1nccc1C(=O)Nc1cccc(S(=O)(=O)N2CCOCC2)c1	4	0%	5%	-3%	3	2	9%	2%	-6%	0
Cc1c(NC(=O)c2ccc(Cl)nc2)cccc1-c1nc2cccnc2s1	0	9%	8%	-2%	17	9	?	-14%	15%	-11
COc1cccc(NC(=O)CN(C)C(=O)/C=C/c2ccc3ccccc3n2)c1	12	0%	9%	-6%	27	-3	-6%	-1%	-2%	8
COCCN(CC(=O)NCC1CCCO1)C(=O)CCC(=O)Nc1cc(C)on1 (configuration not stated)	3	3%	-8%	-2%	0	4	7%	3%	1%	0
Cn1c(=O)cc(SCC(=O)N2CCN(c3ccccn3)CC2)c2ccccc21	-12	2%	5%	-1%	-2	-1	-25%	3%	-5%	-6
CCOc1ccc(N2CSC(=S)N(c3ccc(OCC)cc3)C2)cc1	13	-1%	9%	-6%	6	-1	-2%	1%	-5%	-4
Brc1ccc(-c2c(-c3ccsc3)sc3ccccc23)cn1	-13	-8%	8%	-1%	3	-7	?	1%	2%	-15
O=C(CNC(=O)c1ccc(Cl)cc1Cl)OCn1nnc2ccccc2c1=O	16	0%	29%	4%	0	8	16%	-5%	-1%	1
Cc1cc(-c2ccccc2)nc(=O)[nH]1	-192*	4%	7%	-5%	-1	-167*	-3%	1%	3%	-7
CSc1nnc(-c2ccc([N+](=O)[O-])cc2)o1	3	-3%	-4%	-2%	1	0	2%	3%	2%[11.5 µM]	0
CCN(CC)Cc1c(C(=O)N/N=C/c2ccc(C)o2)nnn1-c1nonc1N	3	-3%	6%	10%	0	5	-2%	-1%	1%	0
COCCCNC(=O)/C(C#N)=C/c1cc(C)[nH]c1C	3	0%	-2%	-3%	3	0	3%	11%	2%	-16
CCOC(=O)CN(C(=O)COc1nc(-c2ccccc2)cc(C)c1C#N)c1ccccc1C	0	3%	-3%	-1%	4	-8	21µM*	0%	2%	-11
C=CCc1c(N(CC)CC)nc(C)[nH]c1=O	6	4%	1%	4%	-3	8	?	-1%	0%	5
CC1COc2ccccc2N1S(=O)(=O)c1ccc(Cl)cc1 (configuration not stated)	-5	0%	-7%	-1%	-10	2	?	2%	9%	0
COc1ccc(C2=C(C)CC(C)(C)NC2=O)cc1OC	-11	3%	-2%	1%	0	6	-3%	0%	1%	-5
O=C1CN(C(=O)COC(=O)[C@@H]2CC(O)CN2S(=O)(=O)c2ccc(Cl)cc2)c2ccccc2N1 (some centres not stated)	10	/	-1%	-2%[46.1 µM]	/	3	-12%	-1%	-5%	-16
O=C(COC(=O)c1ccccn1)NCc1ccccc1	-15	-4%	-14%	-1%	0	-13	13%	2%	0%	17
CCCNC(=O)c1ccccc1C(=O)NC1(C(=O)NCCC)CCCC1	-7	22%	-7%	5%	3	-11	30%	-1%	13%	10
Cc1cccc2c(C(=O)n3cccn3)cc(-c3ccccc3Cl)nc12	8	0%	12%	-10%[46.1 µM]	-2	-14	4%	0%	12%	-39
O=C(O)C1Cc2ccccc2CN1C(=O)c1ccccc1 (configuration not stated)	6	-3%	4%	3%	1	-1	8%	2%	1%	5
Cc1n[nH]c(=O)c2c(NC(=O)CSc3ccc(Br)cc3)oc(C)c12	7	0%	16%	-48%	0	6	11%	1%	1%	-3
COC(=O)c1[nH]c2ccc(F)cc2c1NS(=O)(=O)c1ccc(OC)cc1	10	-19%	2%	-4%[46.1 µM]	3	1	?	0%	1%	3

(list continues)
smiles	KCNH2 3.1 inh	Mito fusion act	Eya2 phos inh	TCR act	TRPV1 ag	KCNH2 WT inh	ELG1 DNA repair	USP2a block	AT treatment	TSHR antagonist
CCCn1c(SCC(=O)Nc2nnc(C(C)C)s2)nc2c1c(=O)n(C)c(=O)n2C	-2	-2%	-8%	1%	-1	1	-1%	2%	7%	-18
N#C/C(=C/c1ccccc1)C(=O)OCC(=O)Nc1ccccc1[N+](=O)[O-]	-1	-4%	1%	-6%	-2	-4	6%	0%	4%	1
COC(=O)/C=C/c1ccc(OC(=O)OC)c(OC(=O)OC)c1	0	1%	2%	0%[46.1 µM]	-5	13	9%	2%	1%	4
Cc1cc(N2CCN(C)CC2)nc2ccc(NC(=S)NCc3cccs3)cc12	6	2%	6%	-7%	-2	4	4%	2%	-1%	4
O=C(NCc1ccccc1F)c1cccc(S(=O)(=O)N2CCCCC2)c1	25	/	3%	-5%	/	17	-29%	3%	21%	-18

Screening results as filed in PubChem BioAssay.
